ATXN viability = reduces viability in counter-screen for ATXN expression inhibitors; Potency, µM (highest dose often 56.7 µM), hits mostly cytotoxic; S2 cells (HEK-293 line with an ATXN2-luciferase reporter) viability, CellTiter-Fluor protease fluorescence, 24 h; AID 651635; 0.49% of 400,000 active; note: potency is the fitted concentration of half-maximal effect; nearly all actives have a fitted effect of over 40% in size
IL-1B inflam inh = inflammasome signaling inhibition, IL-1 beta readout; THP-1 LPS/ATP IL-1B secretion, AlphaLISA, 16 h; hits give low values; AID 743279; 4.7% of 360,000 active; activity change, % at 57.5 µM; in the data active = activity change below about -50%; inconclusive = mostly about -30% to -49%; note: % is set by controls: 0 for no effect and ±100 for the full control effect
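Secreted IL-1B measured by AlphaLISA bead assay after 16 h compound exposure of THP-1 cells; compounds (final up to 57.5 uM) added 1 h before LPS (250 ng/mL) and ATP (1.25 mM) stimulation; lower signal means less secretion.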
HepG2 viability = kills HepG2 cells in TGF-b inhibitor counter-screen; HepG2 CAGA-GFP viability, ATP luminescence, 18 h; Potency, µM (top dose mostly 46.1 µM), for the others: at the top dose activity change, negative = cytotoxicity, most hits filed as cytotoxic; 0.76% of 410,000 active; AID 588856; note: potency is the fitted concentration of half-maximal effect; some results filed as inactive show a strong effect at the top dose
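CellTiter-Glo luminescence gave cytotoxicity after 18 hours at 37 degrees C. The cells were HepG2 CAGA-GFP in 1% FBS DMEM, stimulated with 500 pg/mL TGF-beta after compound addition. %Activity was normalised to no-cell wells (complete cell-killing) and DMSO (no toxicity), and curves were fitted and classified.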
HT1080NT lethal = kills 2HG-producing HT-1080-NT fibrosarcoma cells. HT-1080-NT fibrosarcoma viability, CellTiter-Glo ATP luminescence, 48 h. Potency, µM (highest dose often 46.1 µM), for the others: at the highest dose activity, negative = less viability, usual class: cytotoxic. 1.6% of 360,000 active;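 note: NT is the 2HG producing partner of a matched IDH1 knockdown line; potency is the fitted concentration of half-maximal effect; 0% = DMSO-treated cells and -100% = media-only wells without cells; nearly all actives have a fitted effect of over 55% in size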
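Read-out is CellTiter-Glo luminescence after 10 minutes at room temperature, following 48 hours' compound treatment of HT-1080-NT cells (750 cells/well, RPMI, 5% FBS, 37 degrees C).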
SW480 rerep = DNA re-replication induction in SW480 cells | SW480 DNA re-replication, Hoechst DNA content imaging, 48 h | Potency, µM (doses to about 46.1 µM), for the others: at the top dose re-replication activation, most hits filed as activators | 1.8% of 340,000 active | AID 624297; note: potency is the fitted concentration of half-maximal effect; % of control where 0% means no effect; nearly all actives have a fitted effect of over 55% in size
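Quantitative HTS format with DMSO vehicle controls; 48 hr drug incubation at 37 C, then 40 min Hoechst staining and scanning imager measurement at 405 nm excitation.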
KB-3-1 cytotox = KB-3-1 parental cell cytotoxicity; KB-3-1 viability, CellTiter-Glo ATP luminescence, 72 h; 1.4% of 400,000 active; Potency, µM (doses to about 46.1 µM), for the others: top-dose activity change, negative = cytotoxic, most hits filed as cytotoxic; note: potency is the fitted concentration of half-maximal effect; % is set by controls: 0 for no effect and ±100 for the full control effect; nearly all actives have a fitted effect of over 60% in size
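Using CellTiter-Glo luminescence, growth of non-resistant KB-3-1 adenocarcinoma cells is assessed 72 h after pin-tool compound addition at 37 °C. Normalized responses across the concentration series yield fitted curves.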
HT1080 IDH1KD tx = toxicity to HT-1080 IDH1 knockdown cells (counter line) | HT-1080 IDH1 knockdown viability, ATP luminescence, 48 h | Potency, µM (doses to about 46.1 µM), for the others: top-dose activity, negative = toxicity, hits mostly cytotoxic | 2% of 360,000 active | AID 686971;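 note: potency is the fitted concentration of half-maximal effect; 0% = DMSO wells and -100% = cell-free medium wells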
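% activity derives from luminescence (CellTiter-Glo), normalised to DMSO and no-cell wells. HT-1080-IDH1KD cells, 750/well, had 48 h compound exposure at 37 °C.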
ATXN2 expr inh = inhibitors of ATXN2 expression. Potency, µM (titrated, usually from 57 µM), for inactives: at the top dose activity change, negative = inhibition, most hits filed as inhibitors. 0.72% of 360,000 active. AID 1745845. HEK-293 ATXN2-luciferase reporter, luminescence, 24 h; note: potency is the fitted concentration of half-maximal effect; % is set by controls: 0 for no effect and ±100 for the full control effect; nearly all actives have a fitted effect of over 55% in size
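ATXN2-luciferase reporter cells (luciferase flanked by upstream and downstream ATXN2 gene portions) were treated 24 h at 37 °C with compounds at up to 57 uM. SteadyGlo luminescence gave expression; GF-AFC fluorescence gave viability.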
MCF10A rerep = DNA re-replication induction in MCF 10a cells. MCF 10A DNA re-replication, Hoechst nuclear intensity, 48 h. Potency, µM (titrated, usually from 46.1 µM), inactives show at the top dose activity, positive = re-replication, usual class: activators. 2.9% of 350,000 active; note: potency is the fitted concentration of half-maximal effect; % of control where 0% means no effect; nearly all actives have a fitted effect of over 50% in size
Starred values were filed as active, the others as inactive; i = inactive; ? = inconclusive; / = no result given; [ ] = dose if it differs, or a comment. Unless noted, calls come from the whole dose curve; as a rule, active = well fitted curve in the direction sought with a large enough effect; inconclusive = small, poorly fitted or top-dose-only effect, or another doubt; inactive = no such curve, though single readings can be large; an effect the other way counts as inactive or inconclusive.

SMILES	ATXN viability	IL-1B inflam inh	HepG2 viability	HT1080NT lethal	SW480 rerep	KB-3-1 cytotox	HT1080 IDH1KD tx	ATXN2 expr inh	MCF10A rerep
Cc1ccc(F)cc1CNC(=O)c1cc(COc2ccc3ncccc3c2)on1	i	-29	-18%	-16%	-2%	-20%	-16%	?	17%
COc1ccc(CC(=O)NNS(=O)(=O)c2ccc([N+](=O)[O-])cc2)cc1OC	i	25	-2%	3%	-7%	-4%	12%	9%	-14%
COc1ccc(Cl)cc1C(=O)O/N=C(\N)c1ccccn1	?	-5	-32%	-9%	-8%	-6%	0%	/	4%
COc1ccc(C(O)c2ncc(-c3ccccc3C)[nH]2)cc1F (configuration not stated)	i	9	-5%	-7%	/	-8%	-9%	4%	/
c1ccc(CCCN2CCN(c3ccccc3)CC2)cc1	?	8	-19%	-1%	3%	30%	4%	0%	?
Cc1c(/C(O)=C2/C(=O)C(=O)N(CCN3CCOCC3)C2c2cccnc2)cnn1-c1ccccc1 (configuration not stated)	i	14	3%	20%	-5%	1%	5%[9.24 µM]	5%	4%
Cc1nn(Cc2ccc(Cl)c(Cl)c2)c(C)c1NC(=O)c1cc(CC(C)C)on1	?	-2	1%	?	24%	?	?	?	3%
COc1ccc(OC)c(C(=O)N(C[C@H]2CC[C@@H]([C@@H]3CC[C@H](CO)O3)O2)C(C(=O)NC(C)(C)C)c2ccc(-c3ccccc3)cc2)c1 (some centres not stated)	i	-15	-13%	-4%	4%	0%	-9%	0%	?
CC1(C)CC(=O)C(C=NCCc2ccccn2)=C(O)C1	i	-4	8%	0%	-1%	0%	7%	4%	8%
Cc1c(CCO)c(=O)[nH]n1S(=O)(=O)c1ccc(F)cc1	i	4	-1%	-1%	-3%	-12%	10%	3%	7%
C=CCC1NS(=O)(=O)OC2CCCC12 (configuration not stated)	i	-25	3%	0%	-12%	?	-4%	5%	28%
Clc1ccc(C2=NN(c3ccccc3)C(c3ccco3)C2)cc1 (configuration not stated)	/	7	-29%	7%	3.7µM*	1%	9%	5%	0.73µM*
CSc1n[nH]c(NC(C)=O)n1	i	13	-9%	3%	2%	-3%	-1%	-2%	3%
CCOC(=O)C1CCCN(C(=O)c2cc3cc(F)ccc3[nH]2)C1 (configuration not stated)	i	29	-19%	-4%	-12%	-2%	3%	23%	-2%
Cc1ccc(C(=O)N(CC(=O)NC2CCCC2)c2ccccc2C)s1	i	-11	-39%	12%	1%	0%	2%	/	2%
CCC(C)C(NS(=O)(=O)c1ccc(C)cc1)C(=O)Oc1ccc2c3c(c(=O)oc2c1)CCC3 (configuration not stated)	i	5	-7%	-1%	0%	15%	0%	-13%	?
COCCN(Cc1ccccc1)C(=O)c1cc(-c2ccc(OC)c(OC)c2)nc2ccccc12	i	i	7%	-12%	?	3%	-1%	-5%	?
Cc1ccc(N(CC(=O)NC(C)(C)C)C(=O)CCC(=O)Nc2ccccn2)cc1	?	9	1%	0%	/	-4%	-1%	/	/
COc1ccc(-n2nc(C(=O)N(C)c3cc(C)ccc3C)c3c4ccccc4n(C)c3c2=O)cc1Cl	i	/	-10%	/	/	15%	/	4%	/
Cc1ccc(/C=C2/NC(=O)N(Cc3ccccc3)C2=O)s1	i	-14	-20%	-3%	4%	4%	-2%	19%	-3%
CC1CCCN(c2nc3c(c(=O)n(C)c(=O)n3C)n2CCSc2nc3ccccc3o2)C1 (configuration not stated)	i	16	0%	-1%	-17%	-7%	0%	-11%	3%
CCOC(=O)/C(C#N)=C/c1ccc(-c2ccc(C)cc2)o1	i	/	-4%	/	/	4%	/	20%	/
CC1CCc2nc(/C(C#N)=C/c3cccnc3)sc2C1 (configuration not stated)	/	-22	-7%	-4%	?	-11%	?	168%[activator]	21µM*
CC1CCCCN1C(=O)c1cc2ccccc2cc1O (configuration not stated)	i	-27	-27%	-3%	-21%	-1%	-7%	-11%	-18%
CC1=C(C(=O)Nc2ccc(C)cc2C)C(c2ccc(C)o2)NC(=O)N1 (configuration not stated)	i	-1	-2%	10%	-9%	1%	23%	2%	4%

Next part:
SMILES	ATXN viability	IL-1B inflam inh	HepG2 viability	HT1080NT lethal	SW480 rerep	KB-3-1 cytotox	HT1080 IDH1KD tx	ATXN2 expr inh	MCF10A rerep
CCNC(=O)NC(=O)C(C)OC(=O)c1cccnc1SC (configuration not stated)	i	16	17%	15%	-2%	3%	17%	5%	0%
CCOC(=O)c1c(C)[nH]c(C(=O)OCc2ccc(C)cc2)c1C	i	-11	-21%	-7%	3%	-21%	-8%	4%	-32%[inhibitor]
CN(C(=O)COC(=O)c1n[nH]c(=O)c2ccccc12)c1ccccc1	/	17	2%	8%	-2%	1%	-4%	/	0%
CCOc1ccccc1/C=N/n1c(C2CCCCC2)n[nH]c1=S	i	10	-26%	3%	6%	7%	4%	-5%	26µM*
Cc1c(NC(=O)C(C)Oc2cccc(F)c2)c(=O)n(-c2ccccc2)n1C (configuration not stated)	i	7	-4%	-2%[9.24 µM]	23µM*	3%	18%	-3%	-5%
COc1ccc(NC(=O)CN2C(=O)NC3(CCCC3)C2=O)cc1Cl	i	-3	6%	26%	?	15%	13%	2%	?
O=C1c2ccccc2C(c2nnnn2Cc2ccccc2)N1CCc1c[nH]c2ccccc12 (configuration not stated)	?	-4	/	?	/	-6%	?	3%	/
CCCCC(=O)Nc1ccc(C2C(=O)c3ccccc3C2=O)cc1	i	-3	10%	6%	1%	-8%	5%	7%	-1%
O=C(COC(=O)c1cccc(S(=O)(=O)N2CCCCC2)c1)NCc1ccccc1	i	2	1%	-2%	-9%	-14%	-20%	-11%	-2%
Cc1ccc(C2OCC(C)([N+](=O)[O-])CO2)cc1 (configuration not stated)	i	-13	-14%	11%	-6%	5%	8%	-2%	3%
CCOC(=O)C1CCN(C(=O)c2ccc(Cl)c(Cl)c2)CC1	i	12	0%	1%	-3%	2%	4%	1%	-7%
CCCCC(=O)c1c(O)c2ccccc2oc1=O	i	26	-1%	?	-10%	?	?	-5%	?
Cc1cccc(OCCCC(=O)Nc2nnc(C3CCCO3)s2)c1C (configuration not stated)	i	2	-4%	8%	-6%	-1%	5%	-9%	11%
Cc1cccc(C2=N/C(=C/c3cccs3)C(=O)O2)c1	i	10	-1%	19%	4.6µM*	-1%	4%	/	4%
Cc1csc(SCC(=O)Nc2ccc(C)c(S(=O)(=O)N(C)C)c2)n1	i	43	-32%	-2%	/	-16%	-1%	/	/
CC1=C(C(=O)N(C(C)C)C(C)C)CC(CC(=O)NCCCN(C)C)C(=O)N1CCCN1CCCC1=O (configuration not stated)	i	20	-14%	20%	/	0%	18%	0%	/
CC1=Nc2cc(C(=O)NCCc3ccccc3)ccc2Sc2c(C)ccc(C)c21	?	/	-19%	/	/	0.65µM*	/	-18%	/
CN1C(=O)C(CC(=O)NC2CCCCC2)N(C)C1=O (configuration not stated)	i	0	4%	28%	-8%	11%	?	-16%	-2%
N#CCCn1cc(C(CC(=O)c2ccccc2)C(=O)O)c2ccccc21 (configuration not stated)	i	7	-1%	1%	2%	2%	0%	1%	16%
CCOC(=O)[C@]12CCCC=C1N(CCC1=CCCCC1)C(=O)[C@H](CC(=O)NCCCOC)C2	/	60	/	-1%	/	2%	-14%	/	/
Clc1cccc(CSc2nnc(-c3cccnc3)n2Cc2ccco2)c1	i	9	-9%	-20%	27%	-6%	?	-21%	20%
COc1ccc(-c2cc3nc(C4CCN(C(=O)OC(C)(C)C)CC4)c(C(=O)O)cn3n2)cc1	i	-14	-34%	1%[9.24 µM]	-3%	-1%	-27%	-4%	9%
CCOC(=O)C1C(c2ccc(OC)c(OC)c2)c2c([nH][nH]c2=O)CC1(C)O (configuration not stated)	i	?	-26%	-6%	17%	?	5%	-11%	8%
CCOC(=O)C1C(C(=O)OC)=C(c2ccc(F)cc2)c2ccccc2N1S(=O)(=O)C(F)(F)F (configuration not stated)	i	-11	-24%	1%	17%	0%	6%	-13%	7%
C#CCNC(=O)C1CCN(c2ccc(S(=O)(=O)N3CCOCC3)cc2Cl)CC1	i	10	-2%	3%	9%	?	-13%	-10%	3%

Single records, as listed above. Screens in order: ATXN viability	IL-1B inflam inh	HepG2 viability	HT1080NT lethal	SW480 rerep	KB-3-1 cytotox	HT1080 IDH1KD tx	ATXN2 expr inh	MCF10A rerep
Entry for Cc1c(NC(=O)C(C)Oc2cccc(F)c2)c(=O)n(-c2ccccc2)n1C (configuration not stated) = i	7	-4%	-2%[9.24 µM]	23µM*	3%	18%	-3%	-5%
Entry for O=C(COC(=O)c1cccc(S(=O)(=O)N2CCCCC2)c1)NCc1ccccc1 = i	2	1%	-2%	-9%	-14%	-20%	-11%	-2%
Entry for CCNC(=O)NC(=O)C(C)OC(=O)c1cccnc1SC (configuration not stated) = i	16	17%	15%	-2%	3%	17%	5%	0%
Entry for CCCCC(=O)c1c(O)c2ccccc2oc1=O = i	26	-1%	?	-10%	?	?	-5%	?

Further entries follow.
SMILES	ATXN viability	IL-1B inflam inh	HepG2 viability	HT1080NT lethal	SW480 rerep	KB-3-1 cytotox	HT1080 IDH1KD tx	ATXN2 expr inh	MCF10A rerep
Nc1ccc(-n2cc(-c3ccccc3)[nH]c2=S)cc1	i	-2	1%	-5%	-12%	-2%	-8%	13%	-14%
Cc1c(C(=O)N2CCCCCC2)c(S(=O)(=O)Nc2ccccc2F)c(C)n1C	i	-18	-1%	-2%	?	-5%	0%	8%	-3%
CCC(/C=N/NC(=O)C(=O)N/N=C/C(CC)CC)CC	i	-3	-3%	18%	-12%	1%	22%	5%	3%
N#Cc1c(N2CCCC2)ccc(Br)c1Cl	/	-7	-49%	13%	-11%	-1%	11%	-15%	-4%
CC(N=C1NS(=O)(=O)c2ccccc21)C(=O)NCc1ccncc1 (configuration not stated)	i	16	-10%	4%	-38%[inhibitor]	2%	12%	3%	?
CN(Cc1ccccc1)S(=O)(=O)c1cccs1	i	-29	-14%	0%	-4%	5%	-1%[9.24 µM]	4%	0%
CCCCn1c(N)c(N(CC(C)C)C(=O)c2ccc(S(=O)(=O)N3CCCCC3)cc2)c(=O)[nH]c1=O	i	-1	-3%	1%	-6%	0%	4%	2%	-1%

Bioassay records as filed in PubChem BioAssay.
